Screening results: PubChem BioAssay, National Center for Advancing Translational Sciences (NCATS)
TRHR PAM: allosteric enhancers of human TRH receptor. P34981. actives 0.66% (n = 360,000). TRHR cells, fluo-8 calcium fluorescence, EC20 TRH enhancement. enhancement, % at 2 µM; in the data active = enhancement above about 30%; also: 0% is about no effect
Target sequence (P34981 whole entry, looked up): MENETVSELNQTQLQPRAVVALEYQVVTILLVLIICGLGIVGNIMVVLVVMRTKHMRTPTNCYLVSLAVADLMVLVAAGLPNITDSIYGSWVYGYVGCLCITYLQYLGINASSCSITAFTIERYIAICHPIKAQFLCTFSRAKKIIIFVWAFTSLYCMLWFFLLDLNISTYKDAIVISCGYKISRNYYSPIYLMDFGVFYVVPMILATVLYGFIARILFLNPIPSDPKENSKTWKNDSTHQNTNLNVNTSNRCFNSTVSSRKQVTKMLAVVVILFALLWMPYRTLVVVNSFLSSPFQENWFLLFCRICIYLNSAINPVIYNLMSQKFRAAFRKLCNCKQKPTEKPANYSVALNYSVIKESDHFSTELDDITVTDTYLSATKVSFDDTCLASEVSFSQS
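TRHR-expressing cells loaded with fluo-8 calcium dye were read kinetically (ex 480/em 530) during compound addition, then stimulated with an EC20 of TRH (10 nM final). Enhancement of the Gq-mediated intracellular calcium response was scored.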
D1 antag: antagonists of human D1 dopamine receptor; AID 504652; actives 3.2% (n = 360,000); HEK293 TREx D1 cells, calcium flux, dopamine EC80; stronger effect = lower value; activity change, negative = inhibition, % at 10 µM; in the data active = activity change below about -30%; also: % is scaled to controls: 0 for no effect and ±100 for the full control effect
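Calcium flux readout: force-coupled, inducible Hek293 Trex D1 line, cells induced overnight at 30 C with tetracycline, dye-loaded 30–90 min at RT. Antagonism scored against EC80 dopamine challenge given 180 s after compound.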
D1 PAM: enhances dopamine response at the human D1 receptor. P21728. AID 504651. actives 0.036% (n = 360,000). HEK293 TREx D1 cells, calcium flux, dopamine EC20 potentiation. potentiation, % at 10 µM; in the data active = potentiation above about 30%; also: 0% is about no effect
D1 ag: agonists of human D1 dopamine receptor; actives 1% (n = 360,000); HEK293 T-REx D1 cells, calcium flux, agonist mode; activation, % at 2 µM; AID 504660; also: 0% is about no effect
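Tetracycline-induced HEK293 TREx D1 cells, force-coupled to calcium signalling, were dye-loaded with a no-wash calcium kit. Compound was pin-added after a 10 s baseline. Fluorescence was read kinetically at 1 cycle/s for 180 s, with calcium rises flagged as agonism.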
D2 PAM: positive allosteric modulators of human D2 dopamine receptor; HEK293 T-REx D2, calcium flux, EC20 dopamine potentiation; actives 0.34% (n = 340,000); potentiation, % at 10 µM; P14416;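 active = potentiation over 3 SD above the plate norm, cut at about 30% in these data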; also: 0% is about no effect
Target sequence (P14416 whole entry, looked up): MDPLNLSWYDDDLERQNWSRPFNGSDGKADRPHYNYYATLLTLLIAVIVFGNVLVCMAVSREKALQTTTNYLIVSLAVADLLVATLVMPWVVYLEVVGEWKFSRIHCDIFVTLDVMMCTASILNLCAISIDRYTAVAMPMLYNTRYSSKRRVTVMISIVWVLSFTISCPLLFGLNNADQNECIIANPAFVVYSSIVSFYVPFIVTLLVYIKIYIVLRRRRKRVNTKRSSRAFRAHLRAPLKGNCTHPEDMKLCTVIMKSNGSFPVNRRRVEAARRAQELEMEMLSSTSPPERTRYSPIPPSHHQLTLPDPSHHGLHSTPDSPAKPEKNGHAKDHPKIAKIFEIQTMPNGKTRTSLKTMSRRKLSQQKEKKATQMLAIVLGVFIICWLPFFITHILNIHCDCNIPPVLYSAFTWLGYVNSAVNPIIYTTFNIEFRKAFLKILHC
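Tetracycline-induced HEK293 T-REx cells force-coupled to calcium signalling expressed D2; compounds were pin-added after a 10 s baseline, read kinetically 180 s, then an EC20 dopamine challenge followed with a further 180 s calcium read.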
RXFP1 antag: antagonists of human relaxin receptor RXFP1; Q9HBX9; HEK293-RXFP1, relaxin-stimulated cAMP HTRF, 30 min; stronger effect = lower value; actives 0.59% (n = 350,000); AID 1259400; activity change, negative = inhibition, % at 57.5 µM;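 active = activity change of -60% or lower, but not beyond a set lower limit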; also: % is scaled to controls: 0 for no effect and ±100 for the full control effect
D2 agonist: agonists of human D2 dopamine receptor; P14416; HEK293 T-REx D2 cells, calcium flux agonist mode; activation, % at 2 µM; actives 0.53% (n = 340,000);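 active = activation over 3 SD above normal in the single-dose calcium agonist read, cut at about 30% in these data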; also: 0% is about no effect
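Tetracycline-induced HEK293 T-REx cells with force-coupled D2 receptor, plated overnight at 30 C, loaded with no-wash calcium dye. After a 10 s baseline, compound was pin-added and calcium flux read kinetically for 180 s; calcium rises flagged agonists.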
D2 antag: D2 dopamine receptor (human) antagonism; P14416; HEK293 TREx D2 cells, calcium flux, dopamine EC80; inhibition, % at 10 µM; actives 2% (n = 340,000); AID 485344; in the data active = inhibition above about 30%; also: 0% is about no effect
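Measurement of antagonist activity uses fluorescent calcium dye in inducible HEK293 T-REx D2 cells: 10 s baseline, compound addition with 180 s read, EC80 dopamine addition with a further 180 s read.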
TRHR agonist: activates the human TRH receptor | TRHR cells, calcium flux fluo-8, FDSS agonist mode | activation, % at 2 µM | actives 0.18% (n = 360,000); also: 0% is about no effect
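Read-out: compound-evoked intracellular calcium rise in TRHR cells, fluo-8 dye, kinetic FDSS fluorescence at 1 s/cycle following a 10-cycle baseline. Cells cultured overnight before dye loading (30 min–1.5 h, RT).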
An asterisk follows results filed as active; / = no result given. Rule as the data show it, unless noted: active = activation above about 30%; inactive = the rest. Compounds as they come. Share with any hit: about 7.1%.

nr	structure	RXFP1 antag	D1 ag	D1 antag	TRHR PAM	TRHR agonist
1	COc1cc(/C=N/NC(=O)/C(=C\c2ccc([N+](=O)[O-])cc2)NC(=O)c2ccccc2)cc(OC)c1O	5	1	0	6	0.0
2	Cc1ccc(S(C)(=O)=O)cc1S(=O)(=O)Nc1cccc(Cl)c1	0	3	0	4	0.0
3	CCCCNC(=O)CSc1nc2cc3c(cc2c(=O)n1CCCCCC(=O)NCc1ccc2c(c1)OCO2)OCO3	0	1	-9	4	-0.4
4	COc1ccc(CNc2nc(-c3ccco3)nn2C(=O)c2ccccc2Cl)cc1	-6	8	-1	6	1.2
5	N#Cc1nc(-c2ccccc2F)oc1N1CCCCC1	4	-1	0	-4	-1.9
6	O=C(C1CCCO1)N1CCN(C(=S)Nc2ccc(F)cc2)CC1 (configuration not stated)	-1	3	0	-4	0.4
7	CCOC(=O)N1CCN(C(=O)CSc2ncccn2)CC1	1	2	-22	4	0.2
8	CCN(CC)c1ncnnc1-c1ccccc1	-17	2	-16	-2	-0.2
9	O=C1CSC(c2ccccc2F)N1c1cc(Cl)ccc1O (configuration not stated)	0	2	17	-9	-0.9
10	Cc1cc(C)c2c(-n3cccc3)c(NC(=O)OCc3ccccc3)sc2n1	-11	2	26	-3	-0.3

nr	D2 agonist	D2 PAM	D1 PAM	D2 antag
1	-1.5	16	-8	-12
2	/	/	-3	/
3	0.3	5	0	/
4	-0.1	-5	-3	/
5	-1.3	-6	2	-9
6	1.4	1	-2	41*
7	0.7	4	-1	-11
8	-0.5	-14	-7	3
9	0.3	1	1	6
10	1.2	-1	-2	1

(list continues)
nr	structure	RXFP1 antag	D1 ag	D1 antag	TRHR PAM	TRHR agonist
11	CCc1ccccc1NC(=O)CNC(=O)CNC(=O)C1CCCCC1	12	5	-22	-3	0.6
12	O=C(NCc1ccccc1Cl)c1ccc2c(c1)nnn2C1CCCC1	-11	7	-34*	2	0.2
13	CCc1ccc(C(=O)COC(=O)CNC(=O)CNC(=O)Cc2ccccc2)cc1	1	1	-12	10	-1.3
14	COc1ccccc1C(=O)Nc1c(-c2ccccc2)nc2ccccn12	3	0	-12	9	-0.1
15	O=C(c1cccs1)N1CCC(c2nc3c(nnn3Cc3c(Cl)cccc3Cl)c(=O)[nH]2)CC1	9	3	2	-3	0.1
16	Cc1c(C(=O)NCCN2CCCC(O)C2)oc2c(F)cccc12 (configuration not stated)	-6	5	-6	10	0.4
17	CCOC(=O)N/N=C(/C)c1ccc([N+](=O)[O-])o1	/	0	-21	0	-0.3
18	COc1ccc(CNCCC2(Cc3ccccc3)CC(C)N(C)CC2C)cc1OC (configuration not stated)	5	2	16	-1	1.5
19	CCOc1cc(/C=N/N=C/c2ccc(O)c(OCC)c2)ccc1O	-11	15	3	-1	0.3
20	O=C1CC(SC2=NCCS2)C(=O)N1c1cccc(Cl)c1Cl (configuration not stated)	-3	2	-10	-2	0.8

nr	D2 agonist	D2 PAM	D1 PAM	D2 antag
11	0.3	5	-3	-15
12	-0.5	1	-4	/
13	-0.5	6	-7	2
14	0.2	-2	-9	-9
15	-0.3	-5	-6	-10
16	0.0	-8	-9	-21
17	-0.6	-4	-8	7
18	-0.8	0	-3	-10
19	-3.1	-1	2	-19
20	-0.4	/	-5	2

Continued.
nr	structure	RXFP1 antag	D1 ag	D1 antag	TRHR PAM	TRHR agonist
21	COc1ccc(CCN2C(=O)CC(C(N)=O)SC2=Nc2ccccc2)cc1OC (configuration not stated)	-10	4	10	-4	0.3
22	Cc1noc(C)c1COC(=O)c1cccc(S(=O)(=O)N2c3ccccc3CC2C)c1 (configuration not stated)	4	9	-4	-2	0.4
23	COc1ccc(C(=O)/C=C/c2ccccc2)c(O)c1	/	4	-12	6	-0.3
24	CCCCCCCCCCCCN1C/C(=C\C(=O)OCC)c2cc(C(F)(F)F)ccc2S1(=O)=O	/	3	18	-7	1.4
25	CSc1ncccc1C(=O)Nc1cccc(C)n1	-12	2	5	-1	-0.6
26	CC(C(=O)O)C(=O)O	/	-2	21	-3	-0.3
27	CCCCCCCCCS(=O)(=O)Nc1cc(C)ccn1	1	3	9	1	0.5
28	CCOC(=O)c1cccc(NC(=O)Cn2c(CC(=O)N3CCCC3)nc3ccccc32)c1	/	-2	12	4	-0.1
29	CSc1sccc1/C=N/NC(=O)c1ccncc1	-1	1	7	-1	-0.1
30	CC1CC(=O)N(CC(=O)NCc2ccco2)c2ccccc2S1 (configuration not stated)	46	2	7	-2	-0.2

nr	D2 agonist	D2 PAM	D1 PAM	D2 antag
21	0.3	0	6	0
22	-0.5	-5	-8	-7
23	1.0	-8	3	16
24	0.9	-12	-3	19
25	/	/	-6	/
26	-0.8	-4	-5	-15
27	-0.9	-10	-1	-3
28	0.2	-10	0	1
29	3.0	-2	0	13
30	-0.3	-6	-7	-3

(continued)
nr	structure	RXFP1 antag	D1 ag	D1 antag	TRHR PAM	TRHR agonist
31	Cc1ccc(S(=O)(=O)N(C)CCCC(=O)N2CCN(C=O)CC2)cc1	-11	9	-10	-1	-0.1
32	CC(=O)c1ccc(N2CCN(C(=O)c3ccc(OCc4c(C)noc4C)cc3)CC2)cc1	12	8	-32*	-2	-0.7
33	CCCN(C(=O)c1ccc2c(=O)n3c(nc2c1)CCCCC3)c1cccc(Cl)c1	-9	-1	1	-10	-1.9
34	Nc1nn(-c2ccccc2)nc1C(=O)OCc1ccc(Cl)cc1	-21	1	4	8	2.1
35	CCC(CC)=N/N=C/c1c(O)n(CC)c2cc(C3=NNC(=O)CC3)ccc12	-2	3	-8	-8	-0.5
36	O=c1nc2c(-c3cccc(Br)c3)n[nH]n2c2ccccc12	2	3	14	8	0.1
37	Cc1ccccc1-c1nc2c(c(SCc3cccc(Cl)c3)n1)Cc1c(CO)cnc(C)c1O2	-10	0	7	-5	0.3
38	COc1ccc(C)c(NC(=O)C2CC(=O)NC3=C2C(=O)CCC3)c1 (configuration not stated)	-16	3	-10	0	-0.6
39	O=C(COC(=O)c1ccccc1O)Nc1cc([N+](=O)[O-])ccc1Cl	-6	2	14	4	-0.2
40	C[C@H](NC(=O)c1[nH]cnc1C(=O)Nc1ccc(CNC(=O)OC(C)(C)C)cc1)C(=O)OCc1ccccc1	/	4	6	-11	1.0

nr	D2 agonist	D2 PAM	D1 PAM	D2 antag
31	0.2	-1	0	5
32	0.0	-4	-2	8
33	2.2	7	-1	/
34	0.1	-4	-2	/
35	0.3	-5	-8	-25
36	-0.6	0	-7	-3
37	-0.2	0	-3	/
38	3.7	-7	-4	1
39	-0.3	-1	1	-18
40	0.7	1	4	2

The results go on:
nr	structure	RXFP1 antag	D1 ag	D1 antag	TRHR PAM	TRHR agonist
41	NCc1nc(-c2ccc(Cl)cc2)no1	-1	2	-5	-4	0.1
42	Cc1ccc2[nH]c(=O)c(CN(Cc3cccnc3)Cc3nnnn3CCN3CCOCC3)cc2c1	-1	2	-12	-4	0.4
43	O=C(CCC(=O)OCc1cccc([N+](=O)[O-])c1)Nc1ccc(F)cc1	0	3	2	1	-0.5
44	COc1cc(Cl)c(C)cc1NC(=O)c1cnn(-c2ccc(F)cc2F)c1C1CCN(C(=O)OC(C)(C)C)CC1	-15	0	-41*	15	0.6
45	CC(C)CN1C(=O)c2ccc(NC(=O)c3ccccc3F)cc2C1=O	-5	1	4	-5	0.3
46	C1=CCC(CN2CCNCC2)CC1 (configuration not stated)	7	4	12	-7	1.6
47	O=c1[nH]c(N2CCc3ccccc3C2)nc2c1CCC2	0	4	-3	7	-0.3
48	COc1ccc(CSC2=CS(=O)(=O)c3ccccc3N2)cc1	-8	6	/	1	0.6
49	Cc1nc2c(ccc3nc(NC(=O)c4ccc(S(=O)(=O)N(C)C)cc4)sc32)s1	-3	0	-19	-5	0.7
50	CCCc1ccc(C(=O)[C@@H]2[C@@H](C(C)=O)N3c4ccc(F)cc4C=C[C@@H]3[C@@]23C(=O)Nc2ccccc23)cc1	-8	3	-1	3	0.9

nr	D2 agonist	D2 PAM	D1 PAM	D2 antag
41	0.5	0	-2	3
42	0.8	/	-3	-11
43	-0.7	3	-1	-4
44	-0.4	-8	-5	/
45	-0.3	8	-8	-16
46	0.9	9	-7	9
47	0.3	3	-2	-4
48	-0.4	-2	-4	7
49	-1.1	9	-3	2
50	1.8	-11	-3	-7

The list goes on.
nr	structure	RXFP1 antag	D1 ag	D1 antag	TRHR PAM	TRHR agonist
51	COc1ccccc1N1CCN(CCN2C(=O)C3CCCCN3C2=O)CC1 (configuration not stated)	-1	6	-5	-16	-0.5
52	CCN1CCN(Cc2ccc(NC(=O)Nc3ccc(SC)cc3)cc2)CC1	-4	2	-4	1	1.5
53	COc1ccccc1NC(=O)COn1nnc2ccc(S(=O)(=O)N3CCOCC3)cc21	-21	6	4	59*	-0.1
54	CNc1ccc(Br)cc(C(=O)/C=C/c2cccc(OC)c2)c1=O	-3	14	0	-4	5.8
55	O=C(Nc1cccc(S(=O)(=O)N2CCCCC2)c1)C1CCCC1	-5	9	1	0	-0.6
56	Cc1ccc(OCc2ccc(C(=O)NN)o2)cc1C	4	3	-12	1	1.4
57	Cc1c(C(=O)Nc2ccc(Cl)cc2)c2ccccn2c1C(=O)c1ccccc1	-1	4	-2	-8	0.2
58	N#CC1=C(N)NC(SCC(=O)c2ccc(Cl)cc2)=C(C#N)C12CCCC2	-1	21	/	3	2.0

nr	D2 agonist	D2 PAM	D1 PAM	D2 antag
51	1.8	-20	-1	-17
52	0.3	-27	-10	7
53	-0.1	2	-2	5
54	4.2	-1	9	-1
55	-0.2	14	-4	4
56	1.7	-2	-1	-27
57	0.6	6	-1	-22
58	/	/	-4	/

Numbers 51–58, quoted:
nr	structure	RXFP1 antag	D1 ag	D1 antag	TRHR PAM	TRHR agonist
51	COc1ccccc1N1CCN(CCN2C(=O)C3CCCCN3C2=O)CC1 (configuration not stated)	-1	6	-5	-16	-0.5
52	CCN1CCN(Cc2ccc(NC(=O)Nc3ccc(SC)cc3)cc2)CC1	-4	2	-4	1	1.5
53	COc1ccccc1NC(=O)COn1nnc2ccc(S(=O)(=O)N3CCOCC3)cc21	-21	6	4	59*	-0.1
54	CNc1ccc(Br)cc(C(=O)/C=C/c2cccc(OC)c2)c1=O	-3	14	0	-4	5.8
55	O=C(Nc1cccc(S(=O)(=O)N2CCCCC2)c1)C1CCCC1	-5	9	1	0	-0.6
56	Cc1ccc(OCc2ccc(C(=O)NN)o2)cc1C	4	3	-12	1	1.4
57	Cc1c(C(=O)Nc2ccc(Cl)cc2)c2ccccn2c1C(=O)c1ccccc1	-1	4	-2	-8	0.2
58	N#CC1=C(N)NC(SCC(=O)c2ccc(Cl)cc2)=C(C#N)C12CCCC2	-1	21	/	3	2.0

nr	D2 agonist	D2 PAM	D1 PAM	D2 antag
51	1.8	-20	-1	-17
52	0.3	-27	-10	7
53	-0.1	2	-2	5
54	4.2	-1	9	-1
55	-0.2	14	-4	4
56	1.7	-2	-1	-27
57	0.6	6	-1	-22
58	/	/	-4	/
